Screening results: PubChem, National Center for Advancing Translational Sciences (NCATS)
DT40 TDP1 CPT = growth inhibition of DT40 Tdp1-/-;hTDP1 cells with camptothecin (screen for TDP1 inhibitors). 420,000 compounds, 12% hits. AID 686979. Potency, µM (top dose mostly 46.2 µM), for the others: at the highest dose activity change, negative = growth inhibition, hits mostly inhibitors. chicken DT40 Tdp1-/-;hTDP1 cells + 20 nM CPT, ATP luminescence, 48 h; note: nearly all actives have a fitted effect of over 55% in size
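Chicken DT40 Tdp1-/- cells complemented with human TDP1, 400 cells/well, exposed to compounds plus 20 nM camptothecin for at least 48 h at 37 C; viability read as ATP content by CellTiter-Glo luminescence.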
TDP1 block = inhibitors of human tyrosyl-DNA phosphodiesterase TDP1; Q9NUW8; recombinant TDP1, AlphaScreen DNA substrate cleavage; Potency, µM (series often up to 130 µM), inactives show at the top dose activity change, negative = inhibition, hits mostly inhibitors; 350,000 compounds, 0.28% hits; AID 485290; note: nearly all actives have a fitted effect of over 40% in size
Target sequence (Q9NUW8 whole entry, looked up): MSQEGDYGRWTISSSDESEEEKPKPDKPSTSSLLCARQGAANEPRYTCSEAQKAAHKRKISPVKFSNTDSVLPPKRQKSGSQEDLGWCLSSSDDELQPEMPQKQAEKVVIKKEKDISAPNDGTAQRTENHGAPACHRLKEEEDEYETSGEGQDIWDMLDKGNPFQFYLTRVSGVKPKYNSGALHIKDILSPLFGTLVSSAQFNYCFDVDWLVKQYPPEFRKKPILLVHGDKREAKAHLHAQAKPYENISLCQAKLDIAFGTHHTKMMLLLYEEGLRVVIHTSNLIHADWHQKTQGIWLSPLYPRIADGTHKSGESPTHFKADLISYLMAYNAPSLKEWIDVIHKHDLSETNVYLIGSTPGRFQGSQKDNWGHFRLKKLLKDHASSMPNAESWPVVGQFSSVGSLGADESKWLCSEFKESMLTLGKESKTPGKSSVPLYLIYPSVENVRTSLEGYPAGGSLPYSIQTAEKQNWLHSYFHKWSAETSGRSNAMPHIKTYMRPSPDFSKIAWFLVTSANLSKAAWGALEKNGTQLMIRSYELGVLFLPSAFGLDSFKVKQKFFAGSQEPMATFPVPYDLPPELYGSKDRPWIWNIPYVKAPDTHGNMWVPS
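Recombinant E. coli-expressed Tdp1 (1 nM) preincubated with compound 15 min at RT, then 5'-biotin/3'-phosphotyrosine-FITC DNA substrate (15 nM) added for 5 min. AlphaScreen beads (10 ug/ml) added, 10 min RT; tyrosine-FITC cleavage read as signal loss.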
DT40 TDP1 no CPT = qHTS for Inhibitors of human tyrosyl-DNA phosphodiesterase 1 (TDP1): qHTS in cells in absence of CPT; DT40 Tdp1-/- hTDP1 cells, no CPT, ATP luminescence, 48 h; Potency, µM (series often up to 46.2 µM), inactives show top-dose activity change, negative = growth inhibition, actives largely listed as inhibitors; 420,000 compounds, 15% hits; AID 686978, 2013; note: nearly all actives have a fitted effect of over 55% in size
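Growth kinetics read by CellTiter-Glo luminescence after ≥48 hr at 37 °C. Cells: DT40 Tdp1-/- stably carrying human TDP1, 400 per well, compound exposure in the absence of CPT (DMSO vehicle).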
An asterisk follows results filed as active; ? = inconclusive; . = no result given; [ ] = remark or other dose. Calls come from the whole dose curve; as a rule, active = well fitted curve in the direction sought with a large enough effect; inconclusive = small, poorly fitted or top-dose-only effect, or another doubt; inactive = no such curve, though single readings can be large; an effect the other way counts as inactive or inconclusive. % is set by controls: 0 for no effect and ±100 for the full control effect; potency is the fitted concentration of half-maximal effect.

Compound	DT40 TDP1 CPT	TDP1 block	DT40 TDP1 no CPT
O=C1CC(=O)Nc2cc(S(=O)(=O)NCc3cccs3)ccc2N1	-6%	1%	10%
O=S(=O)(NC1CCCCCC1)c1cccc2cccnc12	-2%	0%	-17%
Cc1cc(-c2ccc(C(C)C)c(S(=O)(=O)N3CCN(c4ccccc4)CC3)c2)on1	2.6µM*	1%	2.1µM*
O=C(CNC(=O)c1ccc(OC(F)F)cc1)NCC1(N2CCOCC2)CCCCC1	-23%	1%	3%
O=Cc1c(N2CCN(c3cccc(Cl)c3)CC2)nc2ccccn2c1=O	-28%	3%	?
Clc1ccc(-n2cc(COCc3ccccc3)nn2)cc1	-12%	-9%	?
CC(=O)CSc1nc2ccccc2o1	-9%	0%	-22%
Cc1ccc(CN(C)C[C@H]2OCc3cnnn3CCCC(=O)N([C@@H](C)CO)C[C@@H]2C)cc1	-5%	.	?
CN1CCN(C(=O)c2cccn(Cc3c(Cl)cccc3Cl)c2=O)CC1	6%	.	-23%
Cc1cc(C)n(CCC(=O)N/N=C/c2ccccc2O)n1	12µM*	-7%	12µM*
Cc1cc(C(C)(C)C)cc(C)c1N	-5%	3%	-24%
CNC(=S)N/N=C/c1cn(CCOc2cccc(OC)c2)c2ccccc12	8.2µM*	8%	13µM*
Cc1cccc(CSCc2ccc(C(=O)NC(C)C)o2)c1	?	.	?
CSC(=NS(=O)(=O)c1ccc(C)cc1)SC	0%	6%	-12%
COC(=O)c1c(NC(=O)Cn2nc(C(F)F)cc2C(F)F)sc(C)c1C	?	12%	?
Cc1cccc(C(=O)NCC(=O)NNC(=O)c2ccccc2O)c1	-3%	4%[0.505 µM]	-16%
COc1ccc(CNCc2ccc(F)cc2)c(OC)c1	-2%	.	?
Cn1cc(Br)c(C(=O)N/N=C/c2cc3c(cc2Cl)OCO3)n1	6%	-10%	0%
COC(=O)Cc1ccc(NC(=S)NCc2cccc(OC)c2)cc1	-1%	3%	?
COc1ccc(NC(=O)Cn2nnc(C(=O)NCCc3ccccc3)c2N)c(OC)c1	-5%	-20%	19%
C=CCCC(=O)N1CCC(n2nccc2NC(=O)CCCc2ccccc2)CC1	-15%	5%	-18%
NS(=O)(=O)c1ccc(CCNC(=O)COC(=O)CC(c2ccccc2)c2ccccc2)cc1	?	-2%	?
C(=N\N1CCN(Cc2ccccc2)CC1)/c1ccccc1	?	.	24%
O=C(NCCc1nc2ccccc2n1CCCOc1ccccc1)C1CCCCC1	10µM*	1%	11µM*
CCOC(=O)c1c(C)[nH]c(C)c1S(=O)(=O)N1CCCCC1	8%	3%	5%
CC1CCCC(C)N1C(=O)COC(=O)c1cc(-c2cccs2)nn1-c1ccccc1 (stereo not drawn)	-14%	.	-17%
Cc1ccc([N+](=O)[O-])cc1-c1ccc(/C=C(\C#N)c2[nH]nc(N)c2C#N)o1	?	-8%	13µM*
O=C(CSc1ccc(F)cc1)Nc1ccc(C2SCCS2)cc1	2%	5%	?
O=C1C=C(Nc2ccccc2)c2ccccc2C1=O	7.3µM*	1%	4.6µM*
Cn1nc(C(F)(F)F)c2cc(C(=O)N3CCOCC3)sc21	6%	-5%	-9%
O=C(Nc1ccc(C(=O)c2ccccc2)cc1)c1ccccc1	-8%	.	?
NC1=NC(=O)S/C1=C\c1ccc(F)cc1	-6%	-2%	-16%
NC(=O)c1cccn1Cc1ccccc1Cl	?	6%	?
O=C(CSc1nc2ccccc2c(=O)[nH]1)c1ccccc1	21µM*	2%	29µM*
CC(C)c1ccc2occ(CC(=O)N(Cc3ccc(F)cc3)C3CCS(=O)(=O)C3)c2c1 (stereo not drawn)	18µM*	0%	?
Cc1noc(C)c1C(=O)N(C)Cc1ccccc1	12%	-4%	-17%
Cc1cc(NCC2CCCO2)n2c(nc3ccccc32)c1C#N (stereo not drawn)	-14%	-4%	?
O=C(NC12CC3CC(CC(C3)C1)C2)N1CC2Cc3cccc(=O)n3C(C2)C1 (stereo not drawn)	-8%	6%	8%
Cc1ccc(-n2nnnc2SCC(=O)N2CCNC2=O)cc1C	-19%	2%	-27%
O=C(c1ccc(S(=O)(=O)Cc2ccccc2F)c([N+](=O)[O-])c1)N1CCCC1	18µM*	2%	?
Cc1csc(-c2ccc3cc(Cl)cc(Cl)c3n2)n1	2%	.	-29%
CCC1C(=O)NCCN1C(=O)c1ccccc1OC1CCN(S(C)(=O)=O)CC1 (stereo not drawn)	0%	0%	1%
Cc1ccc(N(C)C(=O)N2CCN(S(=O)(=O)c3ccc(C)cc3)CC2)cc1	?	-1%	?
CCc1nc2ccc(C(=O)N3CCN(C(=O)c4ccco4)CC3)cn2c1N(C)C(=O)c1cccc(OC)c1	-20%	.	-30%
CCc1nc2ccccc2[nH]c1=O	-4%	8%	22%
CC(C)CN(CCCNC(=O)CC1Oc2ccccc2NC1=O)CC(C)C (stereo not drawn)	1%	6%	-1%
CC(C)CCCN1CCN=C1N(C)C	-5%	.	-28%
Cc1ccc(C)c(CNC(=O)Nc2ccccc2)c1	-24%	-1%	-24%
CCc1cccc2c1NC(=O)C21OCCO1	7%	.	-23%
O=C(CC1N=C2c3ccccc3N=C(SCc3cccc(F)c3)N2C1=O)NC1CCCCC1 (stereo not drawn)	?	-4%	?

Carrying on.
Compound	DT40 TDP1 CPT	TDP1 block	DT40 TDP1 no CPT
CC1CCc2sc(C(=O)Nc3nnc(SCc4ccc(F)cc4)s3)cc2C1 (stereo not drawn)	-25%	3%	-25%
OCCNc1cc(Cl)ncn1	1%	.	16%
O=C(Nc1cc(C(F)(F)F)ccc1Cl)c1cccc(N2C(=O)CCC2=O)c1	12%	0%	-2%
COc1ccccc1CNC(=O)C1Cc2cc(S(=O)(=O)N3CCCCC3)ccc2N1C(C)=O (stereo not drawn)	3%	5%	18%
O=C(C1CC(c2ccccc2O)=NO1)N1CCc2ccccc2C1 (stereo not drawn)	-19%	3%	?
O=C(NC(c1ccccc1)c1ccccn1)c1cccc([N+](=O)[O-])c1 (stereo not drawn)	-21%	1%	?
CCn1cc(CNC(=S)Nc2cccc3ccccc23)cn1	-14%	8%	-3%
COc1ccc(NC(C)=O)cc1NC(=O)CN1CCN(CC(=O)Nc2ccccc2Cl)CC1	?	7%	21µM*
CCOc1ccc(NC(=O)c2ccc(F)c(S(=O)(=O)N(CC)Cc3ccccc3)c2)cc1	15µM*	8%	21µM*
COc1ccc(N2CCN(C(=O)c3ccc(NS(=O)(=O)c4ccc(F)c(F)c4)cc3)CC2)cc1	?	12%	?
COc1ccccc1C(=O)N/N=C(\C)CC(=O)Nc1ccccn1	4%	-5%	-1%
COC(=O)c1ccccc1NCc1cc(=O)oc2cc(O)c(O)cc12	?	.	?
CCN(CC)c1ccc(-n2nc3cc(C)c(NC(=O)c4ccccc4F)cc3n2)cc1	-2%	-5%	?
Cc1csc(NC(=O)C2(C)CCN2C(=O)C(C)C)c1C#N (stereo not drawn)	8.2µM*	.	8.2µM*
CCOC(=O)CN(Cc1ccccc1)S(=O)(=O)c1ccc(NC(C)=O)cc1	-29%	-1%	-21%
COc1ccc(CCN(C)C(=S)Nc2ccc(SC(F)F)cc2)cc1OC	-15%	.	?
O=C(c1ccc2c(c1)N(Cc1ccc(F)cc1)C(=O)c1ccccc1S2(=O)=O)N1CCCCC1	?	1%	?
CCCSc1ncnc2c1oc1ccccc12	1%	2%	-2%
CC(=O)c1cccc(NC(=O)C2CCCN(S(=O)(=O)c3cccc4cccnc34)C2)c1 (stereo not drawn)	21µM*	-3%	?
O=C(N/N=C/c1cccc(Oc2ccccc2)c1)c1ccncc1	-5%	0%	-3%
COc1cccc(C(=O)N/N=C(\C)c2cccc(NC(=O)c3ccc(F)cc3)c2)c1OC	?	5%	23µM*
O=C(NCCCN1CCCCCC1)c1ccc(N2CCCC2=O)cc1	-12%	13%[56.1 µM]	-3%
CCn1c(=O)n(CC(=O)Nc2cc(OC)ccc2OC)c(=O)c2ccccc21	?	4%	-21%
Clc1ccc(OCCOCCN2CCc3ccccc3C2)c(Cl)c1	?	-1%	23µM*
Clc1nc2c(-c3ccccc3)nnn2c2ccccc12	2.6µM*	-5%	3.3µM*

Given with each value named: entries from further up
smiles: CC1CCc2sc(C(=O)Nc3nnc(SCc4ccc(F)cc4)s3)cc2C1 (stereo not drawn)
- DT40 TDP1 CPT: -25%
- TDP1 block: 3%
- DT40 TDP1 no CPT: -25%
smiles: OCCNc1cc(Cl)ncn1
- DT40 TDP1 CPT: 1%
- TDP1 block: .
- DT40 TDP1 no CPT: 16%
smiles: O=C(Nc1cc(C(F)(F)F)ccc1Cl)c1cccc(N2C(=O)CCC2=O)c1
- DT40 TDP1 CPT: 12%
- TDP1 block: 0%
- DT40 TDP1 no CPT: -2%
smiles: COc1ccccc1CNC(=O)C1Cc2cc(S(=O)(=O)N3CCCCC3)ccc2N1C(C)=O (stereo not drawn)
- DT40 TDP1 CPT: 3%
- TDP1 block: 5%
- DT40 TDP1 no CPT: 18%

New compounds follow.
Compound	DT40 TDP1 CPT	TDP1 block	DT40 TDP1 no CPT
CNC(=O)C[C@@H]1C(=O)N(CCc2ccccc2)CC1(C)C	22%	.	-11%
Cc1cccc(C(=O)N(CC(=O)Nc2sc(C)c(C)c2C(N)=O)C2CCCC2)c1	?	1%	?
C/C(=C\C(=O)c1ncc(C(F)(F)F)cc1Cl)N(C)C	1%	5%	10%
Cc1cc(C)nc(N2CCC(C(=O)Nc3cccc(C(F)(F)F)c3)CC2)n1	?	3%	23µM*
Cc1nc2nc(NC(=O)C(C)(C)C)[nH]n2c(=O)c1Cc1ccccc1	0%	2%	-2%
CCN(CC)CCCN(Cc1cc2cc3c(cc2[nH]c1=O)OCO3)C(=S)Nc1ccccc1OC	18µM*	0%	-15%
CCOc1ncccc1C(=O)OCC(=O)N(CC(C)C)C1CCS(=O)(=O)C1 (stereo not drawn)	14%	0%	-3%
O=C(CCc1nnc2ccc(N3CCCCC3)nn12)NCc1ccco1	0%	4%	15%
Cc1nn(Cc2ccc(F)cc2)c2sc(C(=O)Nc3nccs3)cc12	-3%	5%	-9%
COc1ncc2nc(-c3ccccc3)c(=O)n(-c3ccccc3)c2n1	-4%	.	33%[activator]
CCOC(=O)c1c(NC=O)sc2c1CCC2	2%	9%	1%
O=C(CSc1nc(-c2ccccc2)[nH]c1-c1ccccc1)Nc1ccc2c(c1)OCCO2	10µM*	10%	9.2µM*
CCn1cc(-c2cc(C(=O)O)c3ccccc3n2)c(C)n1	4%	4%	2%
CCCCCCc1cc2cc(/C(N)=N/NC(=O)c3ccncc3)c(=O)oc2cc1O	?	-4%	12µM*
Cc1cc(C)cc(NC(=O)C2C3C=CC4(O3)C2C(=O)N(CCCN2CCCC2)C4C(=O)NC2CCCC(C)C2C)c1 (stereo not drawn)	-24%	9%[0.0935 µM]	?
Cc1ccc(C(=O)c2cc([N+](=O)[O-])ccc2N2CCCCC2)c(C)c1	1µM*	2%	0.65µM*
CCCC(=O)NC(=S)Nc1cccc(Cl)c1N1CCCCC1	?	2%	?
NC(=O)C1=C[C@@H](c2ccc(C(F)(F)F)cc2)C[C@@H](OCc2ccc(CO)cc2)O1	?	4%	15µM*
COC(=O)C[C@H]1c2cc(F)ccc2S(=O)(=O)N1c1ccc(N(C)C)cc1	?	.	13µM*
CCc1cccc2c(C=C(C#N)C#N)cn(CC(=O)N3CCCC3)c12	-13%	10%	-5%
CCS(=O)(=O)c1oc(-c2ccc(F)cc2)nc1S(=O)(=O)c1ccccc1	0.26µM*	6%	0.58µM*
Fc1ccccc1Cc1noc(CN2CCN(Cc3ccc4c(c3)OCO4)CC2)n1	11%	0%	-20%
